NCI-60 one-dose screen, 48 h, at 10 µM unless noted. Numbers give growth in % (100 = growth as untreated, 0 = no growth, -100 = all killed).
SNB-75 – SNB-75 CNS cancer; 5% of 79,000 active
NCI-H23 – NCI-H23 lung cancer; 4% of 80,000 active; AID 1794731
SF-295 – SF-295 CNS cancer cells; 5.6% of 79,000 active; AID 1794758
U251 – U251 CNS tumor cells. AID 1794753. 5.4% of 80,000 active
A498 – A498 renal cancer cells. 5.4% of 76,000 active
SF-268 – SF-268 CNS cancer cells; 3.1% of 82,000 active; AID 1794759
SF-539 – SF-539 CNS cancer; 6.8% of 81,000 active; AID 1794752
SNB-19 – SNB-19 CNS cancer cells. 2.5% of 81,000 active
CAKI-1 – CAKI-1 renal cancer; 4.7% of 75,000 active; AID 1794772
The depositor's hits bear a star; · = no result given; & = joins results of further samples. The calls were made as follows: active = growth percent below 10; inactive = the rest. The order is random. Share with any hit: about 10%.

SMILES	SNB-75	NCI-H23	SF-295	U251	A498	SF-268	SF-539	SNB-19	CAKI-1
O=C1N/C(=N/O)S/C1=C/c1cn(-c2ccccc2)nc1-c1ccccc1	71	88	107	97	86	98	110	107	77
CC(=O)c1c([Si](C)(C)C)c(C(=O)c2ccc(Br)cc2)n2ccc(C#N)cc12	100	95	95	90	98	78	89	82	55
CC(=O)O[C@H]1CC2CCC3C(CC[C@@]4(C)C3C[C@H]([N+]3(C)CCCCC3)[C@@H]4OC(C)=O)[C@@]2(C)C[C@@H]1[N+]1(C)CCCCC1 (stereo not given in full)	105	102	96	96	74	112	104	93	86
O=C(Nc1nc(Cl)nc(Nc2ccc(N3CCOCC3=O)cc2)n1)c1ccc(Cl)s1	103	88	93	85	86	96	104	88	100
COc1ccc(C(=O)OC2C(OC3C(O)COC(O[C@H]4C[C@H]5[C@@H]6CC=C7C[C@@H](O)CC[C@]7(C)[C@H]6CC[C@]5(C)[C@H]4[C@H](C)C(=O)CCC(C)C)C3OC(N)=O)OCC(O)C2O)cc1 (stereo not given in full)	-10*	23	-67*	-53*	-80*	-14*	-80*	-28*	-37*
C=CC(=O)NC(C)(C)C	92	106	105	109	107	109	98	111	104
O=C(/C=C/c1ccccc1)Cc1ccccc1	88	106	115	112	103	108	131	101	104
CC1(C2OCCO2)OCCO1	107	100	97	105	102	105	98	105	107
COc1ccc(/C=C2\CCCC3=C2N=C2SC=NN2C3c2ccc(OC)cc2)cc1 (stereo not given)	101	109	109	94	80	110	105	91	97
O=C(N/N=C/c1ccc(-c2cccc([N+](=O)[O-])c2)o1)c1[nH]c2ccc(Br)cc2c1-c1ccccc1	83	18	-15*	9.0*	78	36	-50*	33	21
COc1ccc(-n2cnc3c(N)nc(N)nc32)cc1	103	96	96	98	91	103	95	105	91
CCN(CC)CCOc1nc(-c2ccc(F)cc2)cc(-c2ccco2)n1	107	104	100	96	93	110	103	101	92
COc1ccc(CN2[C@H](C)[C@H](O)[C@H](O)[C@H](C(C)C)N(Cc3ccccc3)S2(=O)=O)cc1	77	100	112	96	102	101	108	98	82
CCOc1nc(OCC)c2cnn(C)c2n1	94	128	111	105	208	97	98	97	81
CC(C)n1cnc2c(Cl)ncnc21	85	96	122	95	127	123	99	·	96
N#Cc1c(-c2ccc(Br)cc2)n2c(nc1=O)SC(=O)C2	107	96	98	103	109	101	121	98	102
CN1CCN(Cc2ccc(NC(=O)c3cncc(C#Cc4cnc(N)c5cccnc45)c3)cc2C(F)(F)F)CC1	·	11	13	34	-28*	26	-28*	40	1.9*
CC1SC(c2ccccc2F)N(NC(=O)C(O)(c2ccccc2)c2ccccc2)C1=O (stereo not given)	88	104	96	90	118	102	90	95	94
CC(O)CN1CCOCC1 (stereo not given)	101	102	103	88	104	107	90	112	102
O=C(NCCNc1nccc(Nc2ccc(S(=O)(=O)Nc3ccccn3)cc2)n1)c1ccco1	99	101	108	98	·	101	99	99	98
O=C(O)c1ccc(-n2cc(/C=N/Nc3ccc(Br)cc3)c(-c3ccc(F)c(F)c3)n2)cc1	102	75	77	91	104	68	88	89	42
COC1=CC(=O)OC(c2ccc(OC)cc2)C1 (stereo not given)	86	89	92	117	96	97	104	104	86
CC1(C)CC[C@]2(C(=O)O)CC[C@]3(C)C(=CC[C@@H]4[C@@]5(C)CC(=C/c6cccnc6)/C(=N/O)C(C)(C)[C@@H]5CC[C@]43C)[C@@H]2C1	95	88	68	68	100	85	106	87	81
CCOc1cc2c(c(OC)c1OCC)C(=O)N[C@@H]1[C@@H](O)[C@@H](O)[C@H](O)C[C@@H]21	99	96	102	95	102	95	102	98	90
CCOC(=O)/C=C/c1sc(-c2ccc(C)cc2)cc1N	96	87	92	90	83	87	92	85	59
O=C(Nc1cccc(Cl)c1)Oc1ccc(Cl)cc1Cl	67	100	89	·	91	109	106	90	84
O=C(Nc1ccc(-n2ccc3c(NC(=O)c4ccccc4)nccc32)cc1)Nc1ccc(Cl)c(Cl)c1	-7.3*	42	-67*	-80*	68	1.8*	-59*	-40*	-58*
CC(CN1CCN(C)CC1)CN1c2ccccc2Sc2ccc(C(F)(F)F)cc21 (stereo not given)	45	74	·	1.0*	60	52	67	63	37
OCCN1CCN(CCO)C1=S	100	112	111	118	116	108	103	100	118
O=C(c1ccc(OCCN2CCCCC2)cc1)c1c(-c2ccc(OS(=O)(=O)C3CCCCC3)cc2)sc2cc(OS(=O)(=O)C3CCCCC3)ccc12	89	86	97	83	112	91	87	98	83
CCOC(=O)c1cc(-c2cc(C)ccc2C)nc2ccccc12	76	88	104	92	75	93	94	99	80
C#CCSc1nnnn1-c1ccccc1	73	98	81	37	40	83	80	97	78
COC(=O)C(=O)C(/C=N/C(=S)NC1CCCCC1)=C(\O)c1ccc(F)cc1	96	100	113	93	83	102	106	101	105
COC(=O)[C@]12CC[C@@H](C)[C@H](C)[C@@H]1C1=CC[C@@H]3[C@@]4(C)C(C#N)=CC(C)=C4CC[C@@]3(C)[C@]1(C)CC2	85	78	85	87	·	85	92	96	77
CN1CCN(CCCOc2ccc3nc(Nc4ccc(C(F)(F)F)c(Cl)c4)ccc3c2)CC1	4.6*	38	-53*	-62*	63	12	-49*	-41*	3.1*
O=C(COc1ccc(C2SCC(=O)N2c2ccc(F)cc2)cc1)c1ccccc1 (stereo not given)	83	96	94	101	·	89	102	91	66
C[N+](C)(CCOc1ccccc1)Cc1cccs1	108	105	105	99	·	107	105	105	96
COc1cccc(C2CC(=O)Nc3cc4c(cc32)CCC4)c1OC (stereo not given)	35	59	29	42	63	66	61	81	41
Nc1c(C(=O)Nc2ccccc2)sc2ncccc12	85	85	94	103	120	94	99	101	79
Fc1cc(CCOc2ncc(Cl)c(-n3cnc4ccccc43)n2)ccn1	100	94	104	94	·	91	112	104	91
CO[C@H]1CC(O[C@@H]2/C(C)=C/C[C@@H]3C[C@@H](C[C@]4(CC[C@H](C)[C@@H](C5CCCCC5)O4)O3)OC(=O)[C@@H]3C=C(C)/C(=N/O)[C@H]4OC/C(=C\C=C\[C@@H]2C)[C@]43O)O[C@@H](C)C1O (stereo not given in full)	-90*	-76*	-89*	-88*	-96*	-92*	-69*	-97*	-74*
CC(=O)N1N/C(=C2/C(C)=NC(=S)NC2c2ccccc2)CC1c1ccc(Cl)cc1 (stereo not given)	95	101	97	106	92	97	98	99	102
O=C1/C(=C/c2c(Cl)cccc2Cl)CN(S(=O)(=O)c2ccccc2)C/C1=C\c1c(Cl)cccc1Cl	66	83	·	·	92	79	100	93	136
N#CCC(N)=S	89	104	191	107	106	109	99	98	·
c1ccc(-c2ccc(-c3nc4cnccn4c3NCCN3CCOCC3)cc2)cc1	80	89	96	97	97	97	88	97	83

Reprinted from the listing, seven compounds:
SMILES	SNB-75	NCI-H23	SF-295	U251	A498	SF-268	SF-539	SNB-19	CAKI-1
Nc1c(C(=O)Nc2ccccc2)sc2ncccc12	85	85	94	103	120	94	99	101	79
Fc1cc(CCOc2ncc(Cl)c(-n3cnc4ccccc43)n2)ccn1	100	94	104	94	·	91	112	104	91
CO[C@H]1CC(O[C@@H]2/C(C)=C/C[C@@H]3C[C@@H](C[C@]4(CC[C@H](C)[C@@H](C5CCCCC5)O4)O3)OC(=O)[C@@H]3C=C(C)/C(=N/O)[C@H]4OC/C(=C\C=C\[C@@H]2C)[C@]43O)O[C@@H](C)C1O (stereo not given in full)	-90*	-76*	-89*	-88*	-96*	-92*	-69*	-97*	-74*
CC(=O)N1N/C(=C2/C(C)=NC(=S)NC2c2ccccc2)CC1c1ccc(Cl)cc1 (stereo not given)	95	101	97	106	92	97	98	99	102
O=C1/C(=C/c2c(Cl)cccc2Cl)CN(S(=O)(=O)c2ccccc2)C/C1=C\c1c(Cl)cccc1Cl	66	83	·	·	92	79	100	93	136
N#CCC(N)=S	89	104	191	107	106	109	99	98	·
c1ccc(-c2ccc(-c3nc4cnccn4c3NCCN3CCOCC3)cc2)cc1	80	89	96	97	97	97	88	97	83

Profiles, quoted from the list:
Listed for `O=C1/C(=C/c2c(Cl)cccc2Cl)CN(S(=O)(=O)c2ccccc2)C/C1=C\c1c(Cl)cccc1Cl` : SNB-75 = 66; NCI-H23 = 83; SF-295 = ·; U251 = ·; A498 = 92; SF-268 = 79; SF-539 = 100; SNB-19 = 93; CAKI-1 = 136
Listed for `COC(=O)C(=O)C(/C=N/C(=S)NC1CCCCC1)=C(\O)c1ccc(F)cc1` : SNB-75 = 96; NCI-H23 = 100; SF-295 = 113; U251 = 93; A498 = 83; SF-268 = 102; SF-539 = 106; SNB-19 = 101; CAKI-1 = 105
Listed for `N#CCC(N)=S` : SNB-75 = 89; NCI-H23 = 104; SF-295 = 191; U251 = 107; A498 = 106; SF-268 = 109; SF-539 = 99; SNB-19 = 98; CAKI-1 = ·

(continued)
SMILES	SNB-75	NCI-H23	SF-295	U251	A498	SF-268	SF-539	SNB-19	CAKI-1
C=C[C@@H]1C[C@@H]2Cc3c(C)cc(C)cc3N1O2	95	95	92	90	95	93	97	113	92
CC(=O)N1CCCC2=C1CCCCCC2	92	110	94	102	122	116	95	94	94
COc1c(N2CC3CCCNC3C2)c(F)cc2c(=O)c(C(=O)Oc3ccc(-c4cssc4=S)cc3)cn(C3CC3)c12 (stereo not given)	92	106	102	102	130	116	110	106	85
O=C(NNC(=O)c1cnc2nc[nH]n2c1=O)c1ccccc1	94	105	99	·	116	95	107	113	98
Cc1nc2c(c(=O)[nH]1)OCN(Cc1ccccc1)C2	90	100	107	108	75	103	109	97	103
[O-][n+]1cc(Cl)cc(Cl)c1	85&95	103&103	98&97	103&98	95&118	101&110	107&104	104&98	100&97
C/C(=N/O)C(=O)NCCCCC(=O)Nc1ccccc1	94	100	99	102	97	103	103	98	97
c1ccc2c(c1)Cc1ccccc1N2CCN1CCCCC1	95	90	92	90	107	99	95	91	91
Nc1ccc(Cc2ccc(N)c(Br)c2)cc1Br	65&69	96&87	91&98	76&82	98&80	62&73	86&86	86&85	86&83
OC(c1ccccc1)(c1cccnc1)C(O)(c1ccccc1)c1cccnc1 (stereo not given)	73	104	107	102	102	101	95	103	95
CCCn1cnc2c(c1=N)C(c1ccc(OC)cc1)c1sc3c(F)cccc3c1O2 (stereo not given)	86	101	96	78	103	88	90	89	74
Cn1c2c(c3ccc(Cl)c(Cl)c31)C(CN)C(C)(C)NC2=O (stereo not given)	73	90	89	89	79	83	92	86	30
CC(=O)N1N=C(c2cccc(OCCCCOc3cccc(C4=NN(C(C)=O)C(c5ccccc5)C4)c3)c2)CC1c1ccccc1 (stereo not given)	94	62	57	70	85	72	82	69	46
Cc1ccc(C)c2c(Cl)c3c(C)ccc(C)c3nc12	93	107	93	93	68	101	91	95	93
COC(=O)C1(CC(=O)c2cccc3ccccc23)NC(=S)NC(=O)C1C#N (stereo not given)	137	103	110	113	128	116	101	104	92
N#CC1=C(N)CCNC1	115	92	97	101	104	108	96	101	95
CC(C)(C)c1cc(NC(=O)Cc2ccc(-c3cnc4cc(-c5cnn(CCN6CCOCC6)c5)ccc4n3)cc2)no1	-0.5*	26	21	22	-27*	20	-5.6*	42	1.2*
CC(=O)/C(C=NC(=O)c1ccccc1)=C(/C)O	98	101	104	94	88	100	109	96	·
Cn1ncc2c1NC(=O)CC2c1cccnc1 (stereo not given)	86	110	102	97	110	112	87	99	103
O=C(Nc1ccc(Cl)c(Cl)c1)Nc1ccc([N+](=O)[O-])cn1	96	103	116	106	95	96	116	107	100
Cc1cn(CCC(=O)NO)c(=O)[nH]c1=O	84	102	98	102	122	101	99	100	90
CCCCCCCCCCCCCCCC(=O)OCCCCCCCCCCC	107	104	97	109	92	109	108	105	98
CCOC(=O)N1CCc2c(sc3c2C(=O)N(Cc2ccccc2)S(=O)(=O)N3)C1	89	103	97	101	85	99	102	107	·
OCCNc1nc(O)c(/C=C2\C=Nc3ccccc32)s1	76	92	96	100	103	113	91	102	90
CC1(C)CC[C@]2(C(=O)N3CCOCC3)CC[C@]3(C)C(=CC[C@@H]4[C@@]5(C)CCC(=O)NC(C)(C)[C@@H]5CC[C@]43C)C2C1 (stereo not given in full)	79	96	81	86	110	100	97	97	61
COc1ccc(CNCCO)cc1	96	95	97	100	127	101	98	97	102
Cc1ccc2c(c1)C(=O)/C(=C/c1ccc(OCC(=O)c3ccccc3)cc1)O2	109	85	79	99	98	101	93	·	103
COCCOc1cc2ncnc(N3CCN(S(=O)(=O)c4ccccc4Cl)CC3)c2cc1OCCOC	88	86	83	90	55	86	89	86	87
O=C1CCC(C(=O)NNc2ccccc2[N+](=O)[O-])N1 (stereo not given)	98	101	96	105	115	104	102	108	·
Cc1ccc(/C=C2\C(=O)N(C)c3ccccc32)s1	79	94	87	94	99	90	95	96	80
NCCC(=O)NCc1ccccc1	96	101	104	98	90	111	109	107	·
Cc1cccc(C(=O)OCC(=O)Nc2sc3c(c2C(N)=O)CCC3)c1C	71	97	125	104	128	115	104	97	108
O=C(/C=C/c1cccc(C(F)(F)F)c1)Nc1ncc(Cc2ccccc2)s1	67	96	85	96	96	84	87	90	44
O=S(=O)(O)c1ccc(N=Nc2ccccc2)cc1	91	98	104	99	76	92	99	99	94
CCCc1cc(=O)nc2nncc(-c3ccccc3)n12	93	101	96	103	112	107	101	111	98
CCOC(=O)c1c(C)nc2[nH]n(-c3ccccc3)c(=O)c2c1-c1ccc(OC)cc1	101	101	99	94	108	97	98	98	99
CC(=O)c1cc(C)c(OC(=O)c2ccccc2)c(C)c1	83	90	107	·	105	107	100	103	79
CS(=O)(=O)c1ccc(-n2nc(C(=O)OCc3ccc(Br)cc3)cc2-c2ccccc2)cc1	97	92	92	96	94	103	98	93	91
CCN(CC)CCCCNc1c2ccc(Cl)cc2nc2ccc(OC)cc12	-95*	-43*	-59*	-9.1*	-84*	-23*	-83*	1.5*	9.9*
O=c1[nH]c2ccccc2c(-c2cccc(O)c2)c1O	90	92	97	97	103	96	98	108	·

Screens (PubChem BioAssay)
